V1aR counter – counter-screen for oxytocin receptor agonists: human V1a receptor agonists; P37288; activation, % at 3 µM; CHO-V1R cells, Fluo-8 calcium fluorescence, agonist mode; 0% DMSO, 100% 3 nM vasopressin; 0.25% of 320,000 active;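 active means activation above the mean activation of all tested compounds plus 3 SD, per screening run, cut at about 20% in these data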;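 further: signal is peak over basal fluorescence ratio across a 100 second FLIPR read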
CHO parental Ca – counter-screen: ATP calcium response change in parental CHO cells; parental CHO-K1, ATP-induced calcium, Fluo-8 fluorescence; 0.63% of 330,000 active; AID 463079; inhibition, % at 5.6 µM;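 active means inhibition above that plate's mean sample inhibition plus 3 SD, cut at about 26% in these data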;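 further: 0% = ATP-challenged DMSO wells and 100% = DMSO wells without ATP; some compounds past the cut are filed as inactive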
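Material – parental CHO cells · Reagent – ATP stimulus · Compound – single nominal dose of 5.6 µM per compound · Detection – Fluo-8 fluorescence · Read-out basis – percent inhibition of calcium signal · Controls – ATP-challenged DMSO wells low, unchallenged DMSO wells high · Repeats – no replicates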
TAAR1 antagonist – antagonists of human TAAR1; Q96RJ0; CHO RD-HGA16 TAAR1, Fluo-8 calcium fluorescence, antagonist; inhibition, % at 3 µM; 1.5% of 360,000 active;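 active means inhibition above a per-plate cutoff, the mean inhibition of test compounds on that plate plus 3 SD, cut at about 49% in these data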;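 further: 0% = DMSO plus EC80 beta-PEA response and 100% = DMSO alone without agonist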
Target sequence (Q96RJ0 whole entry, looked up): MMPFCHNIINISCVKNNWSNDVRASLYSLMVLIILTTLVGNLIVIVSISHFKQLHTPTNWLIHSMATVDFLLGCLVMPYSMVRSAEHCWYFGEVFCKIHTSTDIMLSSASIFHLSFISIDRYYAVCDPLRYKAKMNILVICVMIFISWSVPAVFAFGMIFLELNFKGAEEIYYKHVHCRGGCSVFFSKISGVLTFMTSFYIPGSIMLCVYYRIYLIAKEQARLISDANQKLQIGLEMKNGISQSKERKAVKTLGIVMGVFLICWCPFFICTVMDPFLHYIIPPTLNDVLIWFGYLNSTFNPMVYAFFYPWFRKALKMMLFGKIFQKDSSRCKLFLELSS
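Test system: CHO RD-HGA16 cells bearing hTAAR1 | Reagent: β-PEA, EC80 | Compound dosing: 3 µM, single point | Schedule: Dye loading 75 min at 37 °C, then 30 min room temperature | Signal: Calcium fluorescence with Fluo-8 | Evaluation: Percent inhibition of PEA-evoked calcium signal, max/basal emission ratio | Control set: DMSO-only wells and EC80 β-PEA-stimulated wells | Repeats: Singlicate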
CHO-K1 Ca ag – M1 agonist counterscreen hit in parental CHO-K1 cells. activation, % at 3 µM. 0.48% of 360,000 active. Fluo-8 calcium fluorescence; scaled to maximal ATP response, vehicle zero. AID 602248; in the data active means activation above about 15%;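 further: untransfected CHO-K1 host cells lacking M1 receptor as counterscreen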
OXTR potentiate – potentiators of human oxytocin receptor | P30559 | CHO-OTR cells, Fluo-8 calcium fluorescence, potentiator mode; 0% = oxytocin EC15, 100% = EC100 | activation, % at 3 µM | 0.061% of 320,000 active | AID 2445;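 active means activation above that plate's cutoff, the mean activation of tested compounds plus 3 SD, cut at about 6.6% in these data, passing the limit was not always enough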;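 further: 100% uses oxytocin at 75 nM as the full agonist control; some results filed as inactive read as strong as hits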
Target sequence (P30559 whole entry, looked up): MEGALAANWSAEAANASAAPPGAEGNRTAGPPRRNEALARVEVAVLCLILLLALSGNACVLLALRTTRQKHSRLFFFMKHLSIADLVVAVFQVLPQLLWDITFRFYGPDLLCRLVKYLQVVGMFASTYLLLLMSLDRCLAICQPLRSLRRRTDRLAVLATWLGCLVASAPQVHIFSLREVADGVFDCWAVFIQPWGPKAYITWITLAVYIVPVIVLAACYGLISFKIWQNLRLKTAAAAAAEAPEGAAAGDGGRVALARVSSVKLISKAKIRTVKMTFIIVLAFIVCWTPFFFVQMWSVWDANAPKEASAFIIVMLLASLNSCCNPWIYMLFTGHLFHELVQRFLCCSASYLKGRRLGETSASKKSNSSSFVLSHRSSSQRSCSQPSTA
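Assay system: CHO cell line stably expressing human OTR | Also added: Oxytocin at about EC15, sub-maximal agonist stimulus | Times: Compound 6 min at room temperature before oxytocin, 100 s read | Measured by: Fluo-8 intracellular calcium fluorescence, ex 470-495, em 515-575 nm | Controls: EC15 oxytocin alone as 0%, 75 nM oxytocin as 100%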
GPR7 antag – antagonists of human GPR7 (neuropeptides B/W receptor 1). inhibition, % at 4.4 µM. P48145. AID 1861. 1.1% of 290,000 active. GPR7-expressing cells, fluorescence antagonist assay; in the data active means inhibition above about 16%, passing the limit was not always enough;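 further: cells stimulated with the agonist NPW; 0% = agonist with vehicle and 100% = vehicle without agonist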
Target sequence (P48145 whole entry, looked up): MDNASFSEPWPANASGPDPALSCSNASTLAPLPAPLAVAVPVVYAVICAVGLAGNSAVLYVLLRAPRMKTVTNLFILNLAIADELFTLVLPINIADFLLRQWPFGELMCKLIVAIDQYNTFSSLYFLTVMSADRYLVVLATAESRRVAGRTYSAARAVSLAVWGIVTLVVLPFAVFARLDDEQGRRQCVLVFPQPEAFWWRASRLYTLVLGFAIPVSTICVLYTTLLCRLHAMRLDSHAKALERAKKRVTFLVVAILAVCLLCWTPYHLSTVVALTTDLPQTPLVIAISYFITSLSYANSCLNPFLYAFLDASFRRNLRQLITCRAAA
CHO-K1 Ca PAM – counter-screen for M1 PAMs: effect in parental CHO-K1 cells | ATP EC20, Fluo-8 calcium fluorescence; 0% at ATP EC20, 100% at ATP max | activation, % at 3 µM | 0.02% of 360,000 active | AID 602247;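 active means activation above the run cutoff, the mean activation of all test compounds plus 3 SD, cut at about 40% in these data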;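 further: peak over basal fluorescence ratio in a 140 s read after ATP addition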
CHO-K1 Ca antag – M1 antagonist counterscreen hit in parental CHO-K1 cells; ATP-induced calcium, Fluo-8 fluorescence; inhibition, % at 3 µM; 0.6% of 360,000 active;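 active means inhibition above a per-plate cutoff, the plate's mean sample inhibition plus 3 SD, cut at about 24% in these data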;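 further: 0% = DMSO plus EC80 ATP and 100% = DMSO alone without ATP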
OXTR agonist – activates the human oxytocin receptor | P30559 | CHO-OTR cells, Fluo-8 calcium fluorescence; normalized: DMSO 0%, oxytocin 100% | activation, % at 3 µM | 0.32% of 320,000 active | AID 2435;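 active means activation above the mean of all tested compounds plus 3 SD, cutoff set per screening run, cut at about 20% in these data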;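 further: peak over basal fluorescence ratio from a 100 s FLIPR kinetic read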
Active calls of the source: *; . = not tested or not shown. An unsorted share of the library. About 3.5% of those tested had a hit in this group.

nr	smiles	CHO parental Ca	CHO-K1 Ca antag	CHO-K1 Ca ag	OXTR potentiate	CHO-K1 Ca PAM	OXTR agonist	GPR7 antag	V1aR counter	TAAR1 antagonist
1	CCCCNS(=O)(=O)c1ccc(OC)c(C)c1	-2	-6	0.8	-16	24	-2.4	-7	-0.8	9
2	CCN(CC)c1nc(-c2ccccc2)nc2ccccc12	-23	-10	0.0	-10	-1	-2.4	-11	-0.7	15
3	COCCCNC(=S)NNC(=S)Nc1ccc(F)cc1F	-10	-17	0.1	0	20	-1.3	-6	-0.1	19
4	O=C1NC(=O)C2(CCCc3ccc([N+](=O)[O-])cc32)N1 (stereo not drawn)	.	-16	0.6	.	16	.	.	.	9
5	CC(C)CCNC(=O)C1C2C=CC3(CN(Cc4ccccc4Cl)C(=O)C13)O2 (stereo not drawn)	-5	-8	0.1	-3	27	0.7	-2	0.0	10
6	CC1CCCN(C(=O)c2cc(S(=O)(=O)N3CCCCC3)c[nH]2)C1 (stereo not drawn)	-11	-3	4.0	-1	10	0.8	2	1.6	-3
7	COc1ccccc1N1CCN(C(c2ccc(Cl)cc2)c2nnnn2C(C)(C)C)CC1 (stereo not drawn)	-42	-2	4.4	-10	12	0.2	-2	0.8	-39
8	CC(=O)OC1CC(n2ccc(NC(=O)c3ccccc3)nc2=O)OC1CO (stereo not drawn)	-16	-6	0.1	-11	13	0.0	-10	0.7	2
9	CC(C)(CN1CCN(Cc2ccccc2)CC1)NS(=O)(=O)c1ccc(Cl)cc1	-11	3	5.1	-7	-4	4.0	14	6.0	-18
10	COCC(=O)Nc1nc2n(n1)C(c1ccccc1Cl)CC(c1ccc(OC)cc1)N2 (stereo not drawn)	-3	-8	0.4	-5	9	-0.5	10	-0.1	0
11	C/C(=N\N=C(N)N)c1ccc(Cl)cc1Cl	1	-3	6.6	-4	12	4.8	9	2.5	-21
12	CCCn1c(N)c(N(CCOC)C(=O)c2ccc(-c3ccc(Cl)cc3)o2)c(=O)[nH]c1=O	-14	-7	0.5	-2	14	-1.2	.	-0.6	-12
13	CN1CC(=O)N/C1=N\C(=O)Nc1ccc(O)cc1	-13	20	-0.1	1	-10	0.5	-14	0.8	-25
14	Cc1cccc(-c2nc3cc([N+](=O)[O-])ccc3o2)c1	3	-8	1.4	-10	-7	-0.7	10	0.3	-20
15	CCNC(=S)Nc1cccc([N+](=O)[O-])c1	10	.	.	-2	.	2.7	-11	6.0	.
16	O=C(CN1C(=O)NC2NC(=O)NC21)N/N=C/c1ccccc1F (stereo not drawn)	-3	.	.	-9	.	0.6	-4	0.6	.
17	COc1ccccc1N1CCN(c2nc3c(C)cccn3c(=O)c2C=O)CC1	-17	14	3.1	-6	-6	-0.4	-7	-0.2	28
18	COC(CN1C(=O)C(=O)/C(=C(/O)c2ccccc2)C1c1ccccn1)OC (stereo not drawn)	-2	-4	-0.1	-7	4	-0.2	10	-0.3	-3
19	CCC1(c2ccc(F)cc2)NC(=O)N(CC(=O)N2CCN(S(=O)(=O)c3ccc(C)cc3)CC2)C1=O (stereo not drawn)	-23	1	-0.1	-5	-12	-0.3	.	-0.7	-33
20	Cn1cc(P(=S)(N2CCOCC2)N2CCOCC2)cc1P(=S)(N1CCOCC1)N1CCOCC1	-19	-2	-0.4	-3	5	0.1	-5	0.1	-3
21	CC(=O)C1=C(C)NC2=C(C(=O)c3ccccc32)C1c1ccccc1 (stereo not drawn)	-4	-5	1.2	-3	13	-2.7	-5	-1.8	-9
22	Cc1cc(C(=O)Nn2cnnc2)ccc1[N+](=O)[O-]	-6	-2	2.1	-4	22	0.6	0	0.1	2
23	CC1(C)CC2(CCO1)OC(=O)CC2C(=O)NCCc1ccccc1 (stereo not drawn)	-3	2	-0.4	-2	10	0.8	-4	1.2	-14
24	Cc1ccc(S(=O)(=O)N2CCC(C(=O)Nc3ccc(S(=O)(=O)N4CCOCC4)cc3)CC2)cc1	.	-12	6.8	.	15	.	.	.	-3
25	COc1ccccc1Oc1ccc(NC(=O)c2ccccc2C)cc1	-2	8	1.0	-9	2	-0.3	-5	1.1	-10
26	O=[N+]([O-])c1ccc(-c2n(-c3ccccn3)c3ccccc3[n+]2-c2ccccn2)cc1	-19	-4	0.1	-6	24	-1.8	2	-0.9	-8
27	CC(=O)NC(CC(=O)N1CCN(C(C)=O)CC1)c1ccccc1 (stereo not drawn)	0	-6	1.0	10	4	0.2	-13	0.0	-13
28	O=c1cc(CO)oc(C(Nc2cccc(C(F)(F)F)c2)c2ccccn2)c1O (stereo not drawn)	0	-11	-0.1	-7	11	0.5	6	2.5	0
29	CSc1ccc(CN2CCC2(C)C(=O)NC2CCN(Cc3ccccc3)CC2)cc1 (stereo not drawn)	.	-5	2.8	.	9	.	.	.	-32
30	Cc1csc(SCC(=O)c2c(N)n(C)c(=O)n(C)c2=O)n1	-16	-6	1.1	-14	18	1.1	-9	1.5	0

Ordered by molecular weight (smallest number first): 9 of the compounds above.
nr	smiles	CHO parental Ca	CHO-K1 Ca antag	CHO-K1 Ca ag	OXTR potentiate	CHO-K1 Ca PAM	OXTR agonist	GPR7 antag	V1aR counter	TAAR1 antagonist
15	CCNC(=S)Nc1cccc([N+](=O)[O-])c1	10	.	.	-2	.	2.7	-11	6.0	.
4	O=C1NC(=O)C2(CCCc3ccc([N+](=O)[O-])cc32)N1 (stereo not drawn)	.	-16	0.6	.	16	.	.	.	9
27	CC(=O)NC(CC(=O)N1CCN(C(C)=O)CC1)c1ccccc1 (stereo not drawn)	0	-6	1.0	10	4	0.2	-13	0.0	-13
6	CC1CCCN(C(=O)c2cc(S(=O)(=O)N3CCCCC3)c[nH]2)C1 (stereo not drawn)	-11	-3	4.0	-1	10	0.8	2	1.6	-3
17	COc1ccccc1N1CCN(c2nc3c(C)cccn3c(=O)c2C=O)CC1	-17	14	3.1	-6	-6	-0.4	-7	-0.2	28
26	O=[N+]([O-])c1ccc(-c2n(-c3ccccn3)c3ccccc3[n+]2-c2ccccn2)cc1	-19	-4	0.1	-6	24	-1.8	2	-0.9	-8
9	CC(C)(CN1CCN(Cc2ccccc2)CC1)NS(=O)(=O)c1ccc(Cl)cc1	-11	3	5.1	-7	-4	4.0	14	6.0	-18
29	CSc1ccc(CN2CCC2(C)C(=O)NC2CCN(Cc3ccccc3)CC2)cc1 (stereo not drawn)	.	-5	2.8	.	9	.	.	.	-32
24	Cc1ccc(S(=O)(=O)N2CCC(C(=O)Nc3ccc(S(=O)(=O)N4CCOCC4)cc3)CC2)cc1	.	-12	6.8	.	15	.	.	.	-3

New compounds follow.
nr	smiles	CHO parental Ca	CHO-K1 Ca antag	CHO-K1 Ca ag	OXTR potentiate	CHO-K1 Ca PAM	OXTR agonist	GPR7 antag	V1aR counter	TAAR1 antagonist
31	CN(C(=O)COC(=O)C1CCN(S(=O)(=O)c2cccs2)CC1)C1CCS(=O)(=O)C1 (stereo not drawn)	-9	-2	-0.1	3	15	0.2	-19	0.2	-11
32	Cc1cc(-c2csc(NC(=O)c3cc4ccccc4o3)n2)c(C)n1C	-6	-4	0.6	-1	1	-0.2	-6	-0.9	-8
33	Cc1ccc(-c2cnc(NCc3cc4c(cc3[N+](=O)[O-])OCO4)n2C)cc1C	-2	-7	17*	-12	19	3.1	-4	2.7	0
34	COC(=O)c1cc(C(=O)OC)cc(N2C(=O)CC(NNC(=O)c3ccccc3Cl)C2=O)c1 (stereo not drawn)	-3	1	2.1	-1	21	-0.9	-3	-0.3	-9
35	C[C@@H](CSc1ccccc1)CN1CC[C@H](NC(=O)OCc2ccccc2)CCC1=O	-12	-7	5.3	-9	16	4.2	3	2.0	8
36	CCOCc1c(C(=O)NC2CCCCCC2)oc2ccccc12	-25	-8	4.9	-7	24	-1.8	-10	-1.7	2
37	COC(=O)C[C@H]1C[C@H]2c3cc(NC(=O)Nc4ccc(F)cc4)ccc3O[C@H]2[C@@H](CO)O1	.	5	1.9	.	-6	.	.	.	29
38	COc1ccccc1N(C)S(=O)(=O)c1ccc(C(=O)NC(C)c2ccccc2)cc1 (stereo not drawn)	2	9	3.4	-5	-12	-0.2	-6	1.7	40
39	CCOc1ccc(C(=O)CN2C(=O)NC3(CCCCCC3)C2=O)cc1	-11	-5	2.8	6	12	-0.3	.	0.8	1
40	COc1cccc(C(=O)Nc2nnc(S(=O)(=O)N(C)c3ccccc3)s2)c1	-6	4	1.4	-11	-2	3.5	2	3.4	4
41	N#CC1=C(N)Oc2cc(O)ccc2C1c1cccnc1 (stereo not drawn)	7	2	0.0	-24	-14	-0.4	-6	0.8	0
42	Nc1c(C(=O)CSc2nnc(N3CCOCC3)n2-c2cccc(F)c2)c(=O)[nH]c(=O)n1C1CC1	-10	5	0.1	-5	-13	1.6	.	0.2	-12
43	O=C(/C=C/c1ccco1)NC1=NCCS1	-1	-11	0.6	-4	12	0.3	-6	1.0	17
44	Cc1ccccc1S(=O)(=O)NC(=O)C1(C)CCN1C(=O)CC1CCCCC1 (stereo not drawn)	.	3	-0.3	.	-4	.	.	.	-3
45	O=C(CCCN1C(=O)C2C3C=CC(C3)C2C1=O)N1CCN(c2ccccc2)CC1 (stereo not drawn)	-4	10	0.1	-1	5	0.3	-11	-0.2	-22
46	Cc1cccc(OCCC(=O)Nc2ccccc2C(N)=O)c1	-9	-13	2.1	-2	-11	4.4	-16	2.1	9
47	COC(=O)c1ccc(COC(=O)c2cc3ccccc3oc2=O)cc1	-21	-11	0.4	-4	12	-1.3	-4	-0.5	-18
48	O=C(CSC1CS(=O)(=O)c2cc([N+](=O)[O-])ccc21)NNC(=O)c1ccc(Cl)cc1 (stereo not drawn)	-9	-11	0.5	3	9	-0.7	-10	-0.6	7
49	COC(=O)C1=C(C(=O)OC)[C@@H]2N(C)c3ccccc3[C@@]23C[C@@H](CO)N=C3N1	-10	.	.	1	.	-0.1	.	0.4	.
50	C=CCN1C(=O)[C@@H]2Cc3c([nH]c4ccccc34)C(c3ccc(O)cc3)N2C1=S (stereo partly drawn)	13	1	1.7	-9	0	4.5	-3	4.0	.

Screens: PubChem BioAssay, The Scripps Research Institute Molecular Screening Center
